Assay outcomes from PubChem BioAssay.
LMP1 NFkB inh: reduces LMP1-driven NF-kappaB luciferase signal. 0.69% of 350,000 active. inhibition, % at 12.5 µM. LMP1-induced NF-kappaB luciferase reporter cells, luminescence; in the data active = inhibition above about 41%; inconclusive = no clear call, values can overlap the other calls;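 note: 0% = neutral control wells and 100% = reference inhibitor control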
SRC3 inh: inhibitors of human steroid receptor coactivator 3 (SRC3) | inhibition, % at 3.6 µM | HEK293 GAL4-SRC3 luciferase reporter, luminescence | Q9Y6Q9 | 0.17% of 360,000 active;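 active = inhibition above a per-campaign cutoff, the mean of all compounds plus 3 SD, cut at about 60% in these data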;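 note: 0% = DMSO-treated cells and 100% = gossypol-treated cells at 36 µM; higher means less SRC3-driven luciferase light from the GAL4 reporter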
Vif inh: inhibitors of HIV Vif; HEK293T cells, Vif self-association by quenched fluorescence, imaging, 24 h; inhibition, % at 7.49 µM; 0.35% of 340,000 active; AID 602346; in the data active = inhibition above about 50%, passing the limit was not always enough; inconclusive = no clear call, values can overlap the other calls; inactive = below about 31%; note: some results filed as inactive read as strong as hits
TLR9-MyD88 block: blocks human TLR9 binding to MyD88; AID 504734; 0.21% of 340,000 active; inhibition, % at 4.98 µM; CHO BLA complementation TLR9-MyD88, CCF4 FRET ratio; Q9NR96+Q99836;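 active = inhibition above the mean over all tested compounds plus 3 SD, cut at about 21% in these data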;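 note: 0% = DMSO only wells and 100% = clavulanate BLA inhibitor control wells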
TROY signal inh: blocks TROY-dependent signaling in reporter cells | Q293 LMP1-TROYcd NF-kB luciferase reporter, 4 h | inhibition, % at 10 µM | 0.98% of 360,000 active;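 active = compounds whose plate-normalised and pattern-corrected inhibition of the luciferase reporter signal at the single screening dose is 50% or more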
NR5A2 inv ag: inverse agonists of human LRH-1 (NR5A2); AID 602396; 0.13% of 360,000 active; O00482; inhibition, % at 3.6 µM; HEK293T StAR-luciferase reporter, LRH-1 transfected, 24 h;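 active = inhibition above the mean inhibition of all tested compounds plus 3 SD, cut at about 73% in these data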;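 note: 0% = DMSO wells and 100% = reporter-only cells lacking LRH-1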
Target sequence (O00482 whole entry, looked up): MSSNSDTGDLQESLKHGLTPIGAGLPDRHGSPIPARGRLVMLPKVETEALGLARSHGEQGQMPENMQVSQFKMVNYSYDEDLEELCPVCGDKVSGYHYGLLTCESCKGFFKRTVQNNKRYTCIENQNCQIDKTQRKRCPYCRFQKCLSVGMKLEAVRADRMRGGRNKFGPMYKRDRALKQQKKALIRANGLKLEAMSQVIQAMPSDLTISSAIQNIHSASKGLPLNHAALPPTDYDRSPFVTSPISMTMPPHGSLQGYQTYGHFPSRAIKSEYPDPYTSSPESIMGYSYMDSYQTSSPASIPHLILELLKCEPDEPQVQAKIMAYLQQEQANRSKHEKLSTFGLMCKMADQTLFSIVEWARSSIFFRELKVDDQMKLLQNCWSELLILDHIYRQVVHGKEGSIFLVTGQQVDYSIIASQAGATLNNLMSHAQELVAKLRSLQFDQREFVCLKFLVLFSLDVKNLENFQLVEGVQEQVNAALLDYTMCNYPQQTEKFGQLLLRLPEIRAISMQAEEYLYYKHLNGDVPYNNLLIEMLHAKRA
NR2F2 inh: inhibitors of human COUP-TFII (NR2F2); P24468; HEK293T NGFI-A luciferase reporter, luminescence; inhibition, % at 8.6 µM; 0.7% of 370,000 active; AID 686940;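 active = inhibition above a per-plate cutoff, mean inhibition of test wells between control levels plus 3 SD, cut at about 38% in these data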;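 note: cells cotransfected with COUP-TFII expression vector driving the NGFI-A reporter; 0% = median of COUP-TF2 test wells and 100% = reporter-only cells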
SRC1 inh: human NCOA1 inhibition | HEK293 GAL4-SRC1 luciferase reporter, luminescence | Q15788 | AID 588354 | inhibition, % at 3.6 µM | 0.12% of 360,000 active;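 active = inhibition above the campaign mean plus 3 SD, with each screening campaign given its own cutoff, cut at about 60% in these data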;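 note: 0% = DMSO treated cells and 100% = gossypol at 36 µM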
NOD2-RIPK2 inh: blocks binding of human NOD2 to RIPK2 | O43353 | CHO BLA complementation NOD2-RIPK2, CCF4 ratio | inhibition, % at 4.98 µM | 0.38% of 360,000 active | AID 624267; in the data active = inhibition above about 21%;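 note: 0% = vehicle only and 100% = reference blocker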
Target sequence (O43353 whole entry, looked up): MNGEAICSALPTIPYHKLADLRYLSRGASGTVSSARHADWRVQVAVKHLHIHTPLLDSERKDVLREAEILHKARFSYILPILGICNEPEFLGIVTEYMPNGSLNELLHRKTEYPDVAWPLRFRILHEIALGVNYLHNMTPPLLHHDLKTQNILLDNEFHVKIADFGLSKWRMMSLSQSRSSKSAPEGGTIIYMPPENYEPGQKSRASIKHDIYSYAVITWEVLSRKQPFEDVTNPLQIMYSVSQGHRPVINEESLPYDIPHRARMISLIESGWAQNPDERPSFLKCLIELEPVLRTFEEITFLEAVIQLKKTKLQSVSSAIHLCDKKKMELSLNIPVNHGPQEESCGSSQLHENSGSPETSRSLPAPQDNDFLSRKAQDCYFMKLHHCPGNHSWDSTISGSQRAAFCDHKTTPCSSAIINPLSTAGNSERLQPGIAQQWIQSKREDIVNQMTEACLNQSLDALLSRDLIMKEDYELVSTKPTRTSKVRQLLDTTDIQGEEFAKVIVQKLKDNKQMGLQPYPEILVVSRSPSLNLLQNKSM
NCOA2 inhibitor: human SRC2 (NCOA2) inhibition. HEK293 GAL4-SRC2 luciferase reporter, luminescence. 0.17% of 370,000 active. inhibition, % at 9 µM. Q15596;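 active = inhibition above the mean inhibition of all tested compounds plus 3 SD, set per campaign, cut at about 52% in these data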;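 note: 0% = DMSO treated cells and 100% = cells given Gossypol at 36 µM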
C8 TRAIL sens: sensitizes caspase-8 expressing cells to TRAIL. NB7+C8 cells + TRAIL, ATPlite viability luminescence. 1% of 360,000 active. AID 624354. inhibition (viability loss, TRAIL sensitization), % at 10 µM;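 active = compounds causing at least 50% loss of cell viability in the single-dose screen, relative to plate controls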
The depositor's hits bear a star; ? = inconclusive; nt = no result given. Not all compounds are listed; the hit share may differ from the screen's.

Screens in order: LMP1 NFkB inh	SRC3 inh	Vif inh	TLR9-MyD88 block	TROY signal inh	NR5A2 inv ag	NR2F2 inh	SRC1 inh	NOD2-RIPK2 inh	NCOA2 inhibitor	C8 TRAIL sens
Nc1ccc(Cc2ccc(N)c(C(=O)O)c2)cc1C(=O)O
    4	0	-5	8	-2	-10	7	7	-12	-3	6
CCn1c2ccccc2c2nnc(SCc3ccc(C(=O)OC)o3)nc21
    14	15	14	-3	0	-7	9	-14	-8	-11	-8
COc1ccc(OCC(=O)Nn2c(-c3ccc(C)cc3)nc3ccccc3c2=O)cc1
    9	28	-5	1	72*	-2	5	-13	14	-15	-10
COc1ccc(C(=O)Cn2c(Br)nc3c2c(=O)n(C)c(=O)n3C)cc1
    5	5	-7	5	6	10	nt	24	1	nt	3
Cc1cccn2c(=O)c(/C=C(\C#N)C(=O)NC3CCS(=O)(=O)C3)c(N3CCC(C)CC3)nc12 (stereo not drawn)
    -6	15	?	-17	9	-9	5	8	-7	-12	-12
Cc1ccc(N2CCN(S(=O)(=O)c3ccc(F)c(C)c3)CC2)c(C)c1
    0	-17	-4	-8	2	4	6	-11	-3	-26	1
CS(=O)(=O)N1CCCC(C(=O)Nc2ccc(F)c(F)c2)C1 (stereo not drawn)
    1	-2	5	-2	-4	18	12	-10	-3	-32	-2
Cc1ccc(C2NC(=O)c3c(sc(C)c3C)N2)c(O)c1 (stereo not drawn)
    -48	-37	-2	1	-35	5	-13	-24	5	-33	4
COc1ccc(NC(=O)CSc2nnc(C3CCCCC3)n2N)cc1OC
    -27	22	-5	3	-4	3	6	1	10	7	-11
O=C(Nc1ccc(S(=O)(=O)N2CCCC2)cc1)c1cc(F)c(F)cc1Cl
    -7	17	2	-7	-11	-15	0	11	2	-15	-20
O=C(CN1C(=O)CCC1=O)Nc1ccc(S(=O)(=O)N2CCOCC2)cc1
    3	5	-4	2	7	4	-11	26	9	13	-11
CCSc1nc(-c2ccccc2)c2cc(Cl)ccc2n1
    -1	-4	2	-14	9	-22	3	-19	-10	-15	0
C=CCNC(=O)c1sc(-c2ccccc2)nc1C
    -20	-8	0	8	-14	-16	2	-15	7	-35	6
COc1cccc(C(=O)Nc2nnc(C(C)C)s2)c1
    18	-86	nt	-7	-5	-156	-25	-68	5	-48	23
C[C@@H]1COC(=O)[C@@H](CC(=O)OC(C)(C)C)C/C=C\C[C@@H](CC(=O)N[C@H](CO)Cc2ccccc2)C(=O)N1
    34	5	-2	-4	-9	-11	10	-19	-2	-28	-7
COc1ccc(CCNC(=O)c2cccc(S(=O)(=O)N3CCCCC3)c2)cc1
    -6	15	-5	-4	13	6	-21	9	1	-11	-5
Cc1ccc2cc3c(NC(=O)C(C)C)nn(C)c3nc2c1
    2	8	-1	0	-10	5	-7	1	-11	12	-7
Cc1ccc(C(=O)Nc2c(C)n(C)n(-c3ccccc3)c2=O)cc1S(=O)(=O)N1CCOCC1
    -3	15	4	-11	9	-3	-9	6	4	-25	9
O=C(OCC(=O)N1CCN(C(=O)c2ccco2)CC1)c1cc(F)c(F)cc1Cl
    -9	7	-9	-1	3	-19	0	6	-5	-30	5
COc1cc(OC)c2ccc(=O)oc2c1C(CCN1CCCC1)c1ccc(N(C)C)cc1 (stereo not drawn)
    -3	2	-7	-6	4	-12	-6	-13	-4	-8	-1
CCCn1c(N)c(C(=O)CSc2ncnc3sccc23)c(=O)n(C)c1=O
    11	-14	19	-9	1	-6	-5	-4	1	10	19
O=CNc1cc(-c2ccsc2)cn2c(-c3ccccc3)cnc12
    nt	-7	-1	nt	-28	-9	9	-13	-4	-8	21
c1ccc(-c2noc(-c3ccc4c(c3)OCO4)n2)cc1
    -8	-59	nt	8	13	-149	-48	-117	-5	-59	43
CN(CC(=O)Nc1ccc(Cl)c(Cl)c1)CC(=O)N1CCCCCC1
    -4	-13	-4	0	-12	-13	3	4	8	-26	-3
CS(=O)(=O)N(CC(=O)N1CCc2ccccc2C1)c1ccc(Br)cc1
    nt	-3	-3	nt	4	-6	4	2	-19	24	-15
COC(=O)c1sc(NC(=O)CSc2nnc(Cn3nnc4ccccc43)n2C)nc1C
    -1	22	2	-4	5	5	-1	-2	1	-43	2
CN(Cc1c(F)cccc1Cl)C(=O)CNC(=O)c1ccc2c(c1)OCO2
    -10	-27	8	-1	-28	-31	-24	-36	-1	-29	3
COc1ccccc1CN1C(=NC(=O)C2CCCCC2)SC2CS(=O)(=O)CC21 (stereo not drawn)
    1	-3	-1	-5	5	12	23	6	-7	-15	3
O=C(CNc1cccc([N+](=O)[O-])c1)NCCCc1ccccc1
    -5	3	2	2	-4	0	-8	4	-2	24	-10
Oc1cccc(Nc2nc(N3CCOCC3)nc(N3CCOCC3)n2)c1
    -2	21	14	1	17	41	-7	10	-3	-26	1
N=C1C(c2nc3ccccc3s2)=C(O)CN1NC(=O)c1ccco1
    0	-9	11	9	-9	4	2	-2	-3	1	2
Cn1cnc([N+](=O)[O-])c1Oc1ccc2ccccc2c1
    9	29	-19	1	-2	50	13	-18	-7	38	20
CN=c1scc(C)n1/N=C/c1cc(Br)c(O)c(Br)c1
    3	-3	-6	-8	5	-15	17	4	-3	-7	4
CCOC(=O)N1CCN(C(=S)Nc2cc(OC)c(OC)cc2C(=O)OC)CC1
    2	9	5	9	5	-4	6	-21	-1	23	21
COc1ccc(CN(C)C(=O)c2cccc(S(=O)(=O)NCc3ccccc3)c2)cc1F
    -2	-3	0	0	-4	-1	3	9	-2	-2	-15
CCOC(=O)c1[nH]c(C)c(C(=O)Nc2ccc(C)c(C)c2)c1C
    -12	-11	4	-3	-8	-45	-20	-7	3	-31	7
CN(C)Cc1n[nH]c(=O)c2ccccc12
    -13	7	2	-11	-3	-1	8	-4	-5	1	1
CN(Cc1ccc(F)cc1)C(=O)CNC(=O)C1CCCCC1
    0	-1	-2	-3	3	-23	9	-11	-7	3	-11
CCCc1nc(-c2ccc(-c3ccc(F)cc3)cc2)no1
    -19	-28	-8	13	-62	-18	-20	-19	-8	-33	1
Cc1ccc(N(C(=O)CCC(=O)Nc2ccccn2)C(C(=O)NC(C)C)c2ccc(F)cc2)cc1 (stereo not drawn)
    4	-8	8	-3	-25	6	-3	-2	2	-28	0
CCN(CC)CCSc1nnc2c3ccccc3n(CCc3ccccc3)c2n1
    -19	2	-6	-2	-23	-8	14	11	-3	-9	2
Cc1cc(-c2cccc(Br)c2)c(C#N)c(N)n1
    3	-12	1	2	7	6	15	3	4	-6	-1
CCC1CCCCN1C(=O)c1cc(COc2ccc3ncccc3c2)on1 (stereo not drawn)
    -7	24	-16	-10	16	43	72*	20	-6	10	19
O=c1[nH]c(=S)[nH]c2c1C(c1cccc(C(F)(F)F)c1)OC(CCc1ccccc1)C2 (stereo not drawn)
    nt	nt	nt	nt	21	4	-3	nt	4	9	32
COc1ccc(CNC(=O)CN2C(=O)NC(C)(c3ccc(Cl)cc3)C2=O)cc1 (stereo not drawn)
    7	-8	32	-8	24	3	12	-4	-7	-30	26
COc1ccc(NC(=O)C(=S)NC2CCCCC2)cc1
    -64	-119	-5	1	-52	-194	-49	-127	-3	-23	6
O=C(NCc1nnnn1-c1ccc(F)cc1)c1ccc([N+](=O)[O-])o1
    -24	-9	30	-6	-21	35	-5	6	0	29	9
CCC(=O)Nc1c2c(nn1-c1ccc(OC)cc1)CS(=O)C2 (stereo not drawn)
    -4	-15	6	9	-17	-10	-7	-12	-22	-6	-8
Cc1cc(C(F)(F)F)nn1CC(=O)N(C)c1ccccc1
    5	0	-2	2	1	12	0	6	2	-3	-1
CC1Cc2ccccc2N1C(=O)COC(=O)c1cccc(Br)c1 (stereo not drawn)
    -5	17	9	-2	-17	2	13	-12	0	12	5
Cc1c(CN(C)C(=O)c2nn(C)cc2[N+](=O)[O-])cnn1C
    -5	12	-4	7	-4	17	-5	5	-3	-10	-5
Oc1cccc(Nc2ncnc3ccccc23)c1
    11	-3	-3	-9	-5	-14	-4	-12	-3	21	5
CCCC(c1nnnn1C1CCCCC1)N1CCN(C(=O)c2ccco2)CC1 (stereo not drawn)
    5	-3	10	3	-7	-7	3	-31	2	-4	7
CC(=O)N(C(C)=O)c1ccc2nc(C)[nH]c(=O)c2c1
    -2	9	10	5	-7	-2	13	15	-4	-3	-5
CC1=CC=CN2C1=NC(=O)CC2(C)C(=O)N(CC(=O)NC1CCCC1)Cc1ccccc1 (stereo not drawn)
    -7	-5	5	-11	8	16	8	-10	-10	-7	-1
CC1CN(S(=O)(=O)c2cccc(C(=O)Nc3ccc(S(=O)(=O)Nc4ncccn4)cc3)c2)CC(C)O1 (stereo not drawn)
    0	18	8	-14	16	-12	0	2	1	5	-4
COc1ccc(NC2=NCC(=O)N2c2ccccc2F)cc1
    -5	7	13	-2	-14	1	-10	-15	2	-20	9
CC(C)(C)NC(=O)N1CCN(c2nc3ccc(Cl)cc3s2)CC1
    2	-15	-7	3	-14	-48	-24	-30	-1	-23	-2
COc1ccc2[nH]c3c(c2c1)CCN1C(=O)N([C@@H](C)C(=O)NCc2ccccc2)C(=O)[C@]31C
    -2	16	-19	-1	-5	-9	0	3	-10	5	0
CC(C)Cc1ccc(C(C)C(=O)Nc2cccnc2)cc1 (stereo not drawn)
    15	16	-8	-5	13	26	46*	10	-1	14	10

More entries.
Screens in order: LMP1 NFkB inh	SRC3 inh	Vif inh	TLR9-MyD88 block	TROY signal inh	NR5A2 inv ag	NR2F2 inh	SRC1 inh	NOD2-RIPK2 inh	NCOA2 inhibitor	C8 TRAIL sens
Cc1ccc2c(c1)N(C(=O)CCC(=O)NCc1cccnc1)CC(C)O2 (stereo not drawn)
    -4	-13	nt	-15	8	3	-12	3	5	-17	-7
CC(O)(c1cccc(F)c1)c1nc(/C=C/c2ccccc2)cs1 (stereo not drawn)
    nt	-11	-12	nt	-8	-18	1	0	0	-3	4
Cc1ccc(C2=NOC3(CC(=O)N(c4ccccc4)C3=O)C2)cc1 (stereo not drawn)
    -13	12	14	-3	16	7	0	-7	-11	-34	-14
CC(=O)c1ccc(NC(=O)CC(C)S(=O)(=O)c2ccc3c(c2)CCN3C(C)=O)cc1 (stereo not drawn)
    -6	6	-1	-3	-6	4	-15	-7	7	-7	7
O=S(=O)(c1cccc(C(F)(F)F)c1)N1c2ccccc2-n2cccc2C1c1cccnc1 (stereo not drawn)
    -14	14	-4	3	10	15	20	27	10	-53	11
COc1ccc(C(=N/O)/C(=N/O)c2ccc(OC)cc2)cc1
    4	1	1	4	4	15	-17	12	0	-7	-20
O=C(CSc1nnnn1-c1cccc2c1CCCC2)N1CCCC1
    -1	-9	-3	5	9	-10	12	18	5	17	3
